# From PubChem
# eLon inh = E. coli protease La inhibition. P0A9M0. purified E. coli Lon protease, fluorescence polarization. inhibition, % at 7.94 µM. 360,000 compounds, 0.42% hits; in the data active = inhibition above about 13%, passing the limit was not always enough;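 note: 0% = enzyme with probe and DMSO and 100% = no enzyme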
# CSN deneddyl inh = blocks human CSN-mediated cullin deneddylation | 360,000 compounds, 0.38% hits | inhibition, % at 12.5 µM | Q92905 | Purified CSN, SCF-Nedd8-OG deneddylation, fluorescence polarization | AID 651999;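 active = pattern-corrected inhibition above about 35%, with an unprinted fluorescence ratio check between 0.5 and 1.5, limit read from the data, passing the limit was not always enough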;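 note: 0% = enzyme with substrate and 100% = substrate without enzyme; some results filed as inactive read as strong as hits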
# Target sequence (Q92905 whole entry, looked up, one chain of several): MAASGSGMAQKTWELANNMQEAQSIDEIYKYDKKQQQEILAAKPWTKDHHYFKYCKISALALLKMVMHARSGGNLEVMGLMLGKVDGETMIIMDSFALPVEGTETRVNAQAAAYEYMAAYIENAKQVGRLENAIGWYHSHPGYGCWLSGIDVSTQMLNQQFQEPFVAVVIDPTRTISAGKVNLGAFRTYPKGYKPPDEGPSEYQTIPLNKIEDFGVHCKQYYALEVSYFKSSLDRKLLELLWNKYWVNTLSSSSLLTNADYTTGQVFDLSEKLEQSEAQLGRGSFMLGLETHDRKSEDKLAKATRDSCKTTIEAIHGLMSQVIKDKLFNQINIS
#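 Assay system: purified human Csn5 enzyme expressed in HEK293T cells; measure: % inhibition; also added: SCFSkp2-Nedd8OG substrate at 10 nM final; technique: fluorescence polarization; times: reaction 90 min, room temperature; medium: Tris buffer pH 7.5, NaCl, DTT, Tween-20, trehalose, ovalbumin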
# Rin1 Abl inh = blocks binding of human Rin1 to Abl | 360,000 compounds, 0.4% hits | inhibition, % at 7.35 µM | TR-FRET Rin1/Abl binding, biochemical; in the data active = inhibition above about 5%, passing the limit was not always enough
# Neddyl block = blocks human cullin neddylation; P61081+Q13564; TR-FRET cullin neddylation, biochemical; calls only at 25 µM; 360,000 compounds, 0.58% hits; AID 651699; in the data active = inhibition above about 36%
# FAS-TE inh = blocks the thioesterase domain of human fatty acid synthase; recombinant FAS-TE, OMFH fluorogenic substrate, fluorescence endpoint; inhibition, % at 15 µM; 360,000 compounds, 0.67% hits;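 active = compounds whose normalised, plate-corrected inhibition of enzyme fluorescence in the single-dose primary screen is 50% or more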;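 note: 0% = DMSO with enzyme and 100% = substrate without enzyme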
# MsrA act = activates bovine MsrA enzyme; purified bovine MsrA, absorbance read-out; activation, % at 10.6 µM; 360,000 compounds, 0.3% hits; AID 602163; in the data active = activation above about 7.5%;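 note: 0% = vehicle and 100% = reference activator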
# MLLE-PAM2 inh = blocks PAM2 peptide binding to the PABP1 MLLE domain; GST-MLLE / FITC-PAM2 fluorescence polarization; inhibition, % at 20 µM; 360,000 compounds, 0.36% hits; AID 588489; in the data active = inhibition above about 35%, passing the limit was not always enough;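 note: plate controls were DMSO wells with GST-MLLE for no effect and wells lacking GST-MLLE protein for full effect; some results filed as inactive read as strong as hits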
# Target sequence (P11940 whole entry, looked up, the tested form may be a part): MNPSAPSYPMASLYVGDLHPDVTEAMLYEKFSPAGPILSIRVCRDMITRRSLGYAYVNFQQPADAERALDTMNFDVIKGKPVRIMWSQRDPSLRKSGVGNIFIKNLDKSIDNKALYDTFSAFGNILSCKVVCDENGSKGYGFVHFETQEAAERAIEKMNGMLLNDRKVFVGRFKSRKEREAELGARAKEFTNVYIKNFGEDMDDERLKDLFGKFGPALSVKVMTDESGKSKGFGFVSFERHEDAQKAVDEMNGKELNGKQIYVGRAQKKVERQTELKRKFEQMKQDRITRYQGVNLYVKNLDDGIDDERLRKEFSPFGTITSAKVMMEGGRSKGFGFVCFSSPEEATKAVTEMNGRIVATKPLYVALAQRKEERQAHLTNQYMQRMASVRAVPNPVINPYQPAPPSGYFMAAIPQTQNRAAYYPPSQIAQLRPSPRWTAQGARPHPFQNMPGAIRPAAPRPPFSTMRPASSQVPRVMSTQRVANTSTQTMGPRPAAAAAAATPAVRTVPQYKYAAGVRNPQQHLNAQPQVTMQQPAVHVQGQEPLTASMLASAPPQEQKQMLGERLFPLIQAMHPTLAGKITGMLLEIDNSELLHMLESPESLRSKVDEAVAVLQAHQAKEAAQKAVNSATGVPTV
# MsrA inh = inhibits bovine methionine sulfoxide reductase A. purified bovine MsrA, absorbance read-out. inhibition, % at 15.5 µM. 360,000 compounds, 0.75% hits. AID 651718; in the data active = inhibition above about 4.5%;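 note: 0% = vehicle wells with enzyme and 100% = reference inhibitor wells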
# Tb MetRS inh = Trypanosoma brucei MetRS inhibition | purified T. brucei MetRS, ATP depletion, Kinase-Glo luminescence | inhibition, % at 11.9 µM | 360,000 compounds, 0.4% hits | AID 624268;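 active = inhibition above a per-plate cutoff of the control wells' mean inhibition plus 3 SD, cut at about 5.5% in these data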;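 note: 0% = DMSO wells median and 100% = median of wells with control inhibitor compound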
#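 technique = Kinase-Glo luminescence, ATP depletion format | system = purified MetRS (methionyl-tRNA synthetase) enzyme from Trypanosoma brucei | timing = 15 min preincubation, 2 h reaction, all 25 °C | evaluation = percent inhibition versus plate control medians | dosing = single dose, 11.9 µM final nominal, 0.9% final DMSO | also added = substrates ATP, L-methionine and bulk Escherichia coli tRNA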
# The depositor's hits bear a star; i = inactive; x = not tested or not shown; + = active, no number.
cpd	mol	eLon inh	CSN deneddyl inh	Rin1 Abl inh	Neddyl block	FAS-TE inh
1	Cc1ccc(C2NC(=NCc3ccccc3)Nc3nc(C)cc(=O)n32)cc1 (configuration not stated)	-4	-1	0	i	2
2	O=C(Nc1ccc2oc(=O)ccc2c1)c1ccc(-c2cccc(Cl)c2)o1	0	11	-2	x	10
3	Cc1[nH]c(C)c2c(=O)[nH]ncc12	-6	0	-2	i	-4
4	Clc1ccccc1N1CCN(Cc2ccc(Br)o2)CC1	13	-2	-1	i	8
5	Nc1cccc(-c2c[nH]c3ncc(-c4cccnc4)cc23)c1	-6	3	2	i	-5
6	O=C(O)CC1=C(O)C(=O)N(c2ccccc2)C1c1ccccc1 (configuration not stated)	3	0	-4	i	-5
7	COc1cccc(CN2CC(C(=O)NCCCc3ccncc3)CCC2=O)c1 (configuration not stated)	5	-4	-1	i	-1
8	Cn1cccc1C(=O)OCc1cc(Cl)cc2c1OCOC2	5	1	3	i	18
9	FC(F)(F)c1cnc(Nc2ccc(N3CCOCC3)cc2)c(Cl)c1	-2	-3	6	i	8
10	CCOc1c(Cl)cc(CNCc2ccncc2)cc1OC	-7	2	1	i	-4
11	COc1ccc(C(O)c2ncc(-c3ccccc3Cl)[nH]2)cc1 (configuration not stated)	-9	-6	4	i	1
12	CCc1nc2ccc(C(=O)Nc3cccc(OCC(=O)N(C)C)c3)cn2c1N(C)Cc1ccc(N(C)C)cc1	-2	-3	-7	i	0

cpd	MsrA act	MLLE-PAM2 inh	MsrA inh	Tb MetRS inh
1	-1	8	-0.8	7.6*
2	0	-1	-1.0	2.4
3	-8	-14	1.6	-0.9
4	-5	6	0.3	0.9
5	-1	1	x	-0.3
6	0	-2	0.7	-0.4
7	-3	8	-0.4	-0.4
8	-2	-6	0.8	0.1
9	5	-4	0.0	-0.3
10	-3	-5	2.4	2.6
11	-1	8	-0.2	0.3
12	0	6	1.0	0.6

# Some of the entries so far, with values under each structure.
# Value order: eLon inh | CSN deneddyl inh | Rin1 Abl inh | Neddyl block | FAS-TE inh | MsrA act | MLLE-PAM2 inh | MsrA inh | Tb MetRS inh
2. O=C(Nc1ccc2oc(=O)ccc2c1)c1ccc(-c2cccc(Cl)c2)o1
  0 | 11 | -2 | x | 10 | 0 | -1 | -1.0 | 2.4
3. Cc1[nH]c(C)c2c(=O)[nH]ncc12
  -6 | 0 | -2 | i | -4 | -8 | -14 | 1.6 | -0.9
4. Clc1ccccc1N1CCN(Cc2ccc(Br)o2)CC1
  13 | -2 | -1 | i | 8 | -5 | 6 | 0.3 | 0.9
5. Nc1cccc(-c2c[nH]c3ncc(-c4cccnc4)cc23)c1
  -6 | 3 | 2 | i | -5 | -1 | 1 | x | -0.3
6. O=C(O)CC1=C(O)C(=O)N(c2ccccc2)C1c1ccccc1 (configuration not stated)
  3 | 0 | -4 | i | -5 | 0 | -2 | 0.7 | -0.4
7. COc1cccc(CN2CC(C(=O)NCCCc3ccncc3)CCC2=O)c1 (configuration not stated)
  5 | -4 | -1 | i | -1 | -3 | 8 | -0.4 | -0.4
8. Cn1cccc1C(=O)OCc1cc(Cl)cc2c1OCOC2
  5 | 1 | 3 | i | 18 | -2 | -6 | 0.8 | 0.1
9. FC(F)(F)c1cnc(Nc2ccc(N3CCOCC3)cc2)c(Cl)c1
  -2 | -3 | 6 | i | 8 | 5 | -4 | 0.0 | -0.3
10. CCOc1c(Cl)cc(CNCc2ccncc2)cc1OC
  -7 | 2 | 1 | i | -4 | -3 | -5 | 2.4 | 2.6
11. COc1ccc(C(O)c2ncc(-c3ccccc3Cl)[nH]2)cc1 (configuration not stated)
  -9 | -6 | 4 | i | 1 | -1 | 8 | -0.2 | 0.3

# Remaining list, next part.
cpd	mol	eLon inh	CSN deneddyl inh	Rin1 Abl inh	Neddyl block	FAS-TE inh
13	CNC(=O)c1sccc1Oc1ccc(F)cc1[N+](=O)[O-]	-3	-7	1	i	-4
14	C=CCC[C@@H](Cc1ccc(F)cc1)C(=O)OC[C@H](C)NC(=O)[C@H](CC=C)CC(=O)N(CCO)Cc1ccccc1	2	1	3	i	23
15	Cc1ccc(SCC(=O)NNC(=O)CNC(=O)c2ccc(Br)cc2)cc1	-4	0	3	i	-2
16	Cc1ccc(S(=O)(=O)NCCC(=O)Nc2ncccc2O)cc1C	-2	3	1	i	-8
17	COc1ccccc1C1=CC(=O)C[C@H](c2ccc(F)cc2)C1	9	0	0	i	14
18	CC(C)CCN(C(=O)Cc1ccccc1F)c1c(N)n(Cc2ccccc2)c(=O)[nH]c1=O	-4	10	4	i	0
19	O=C(Nc1ccc2c(c1)OCO2)c1ccccn1	-5	3	4	i	0
20	CC(NC(=O)COC(=O)c1ccccc1O)C1CC2CCC1C2 (configuration not stated)	2	6	1	i	12
21	C/C(CC(=O)N1CCN(C=O)CC1)=N\NC(=O)c1ccc(Cl)cc1	3	-9	4	i	-5
22	O=C(Cc1ccc(Br)cc1)Nc1cccc(S(=O)(=O)N2CCCCC2)c1	6	0	-2	i	25
23	COc1ccc(OCCCN2CCCCCC2)cc1	-7	6	1	i	-7
24	COc1cc(/C=C2/SC(=O)N(Cc3ccccc3Cl)C2=O)ccc1OCc1ccncc1	6	4	-1	i	12

cpd	MsrA act	MLLE-PAM2 inh	MsrA inh	Tb MetRS inh
13	-2	9	0.1	-0.1
14	-4	-7	0.4	-0.4
15	-5	-5	1.9	-0.3
16	-4	5	0.4	-0.3
17	-2	16	1.2	-0.2
18	-3	8	0.4	-0.4
19	-2	-105	1.6	-0.4
20	0	6	-0.5	-0.4
21	-2	1	0.9	0.6
22	1	-16	0.5	-0.1
23	-9	-8	-0.7	-0.6
24	1	-18	-0.4	0.2

# (continued)
cpd	mol	eLon inh	CSN deneddyl inh	Rin1 Abl inh	Neddyl block	FAS-TE inh
25	Cc1cc(NC(=O)c2ccc(F)cc2)no1	-4	-2	-3	i	-5
26	COc1cc(OC)cc(OC(=O)c2ccc3c(=O)n4c(nc3c2)CCC4)c1	7	2	3	i	4
27	CS(=O)(=O)c1ncc(Cl)c(C(=O)Nc2ccc(N3CCOCC3)cc2)n1	-9	-1	-3	i	8
28	CCOc1ccc(S(=O)(=O)Nc2ccccc2C(=O)NCC2CCCO2)cc1 (configuration not stated)	1	2	2	i	-5
29	O=C(Nc1ccc(Cl)c(Cl)c1)c1ccc(Cl)c(Cl)c1	-3	3	0	i	12
30	COc1ccc(C2=Nc3ccccc3N(C(=O)c3ccc(C(F)(F)F)cc3)C2C(=O)Nc2c(C)cccc2C)cc1 (configuration not stated)	x	0	x	i	x
31	O=C(O[C@@H]1OC2COC(=O)c3cc(O)c(O)c(O)c3-c3c(cc(O)c(O)c3O)C(=O)O[C@@H]([C@H]1O)[C@@H]2O)c1cc(O)c(O)c(O)c1	33*	50	69*	+	50
32	Cc1ccc(S(=O)(=O)/N=C(/Nc2c(C)n(C)n(-c3ccccc3)c2=O)c2ccccc2)cc1	-8	-1	-1	i	-15
33	Cc1cccc(C)c1OCc1cc(C(=O)N2CCN(C3CCCC3)CC2)no1	-5	-8	3	i	6
34	CCOC(=O)c1cc2c(=O)n3cccc(C)c3nc2n(CCOC)c1=NC(C)=O	-11	-2	1	x	3
35	CCCCC(=O)Nc1sc2c(c1C(=O)OCC)CCC(C=O)=C2Cl	10	2	2	x	-3
36	CCN(CC(=O)NCc1ccc(Cl)cc1)C(=O)c1cnc(Cl)c(Cl)c1	8	-2	-1	i	19

cpd	MsrA act	MLLE-PAM2 inh	MsrA inh	Tb MetRS inh
25	-2	0	-0.1	0.6
26	-5	-12	0.8	-0.3
27	-7	28	x	-0.4
28	-5	-3	1.3	-0.5
29	1	5	0.7	-0.3
30	x	x	3.0	-0.4
31	-15	29	x	0.2
32	-1	11	0.4	1.8
33	-1	-5	-1.4	-0.1
34	-3	7	-0.1	-0.4
35	-6	23	x	-0.2
36	0	-4	0.3	0.6

# More results.
cpd	mol	eLon inh	CSN deneddyl inh	Rin1 Abl inh	Neddyl block	FAS-TE inh
37	O=C1CCCN1CCCNCCCn1cnc2c(OCc3ccccc3)ncnc21	1	-2	0	i	-12
38	Cc1cc2[nH]c(=O)c(=O)[nH]c2cc1S(=O)(=O)NC1CCCCC1C (configuration not stated)	2	-3	-1	x	0
39	COc1ccccc1CN1CCCC(N2CCN(c3ccccc3OC)CC2)C1 (configuration not stated)	-4	0	3	i	-5
40	COc1ccc(C(=O)[C@@H]2CC[C@](C)(C(=O)O)C2(C)C)cc1	-4	-1	0	i	-11
41	Cc1c(C(=O)Oc2cccc3cccnc23)cccc1[N+](=O)[O-]	0	-5	0	i	16
42	C/C=C/c1ccc2c(c1)O[C@H](CN(C)C(=O)NC1CCCC1)[C@H](C)CN([C@H](C)CO)S2(=O)=O	0	-4	0	i	9
43	O=c1n(-c2ccccc2)c(=O)n2n1CC(O)C2	-2	-11	1	i	-4
44	CCOc1ccc2nc(SCC(=O)c3ccccc3)sc2c1	-3	-1	0	i	32
45	Cc1ccc(C(C)C)cc1S(=O)(=O)NCc1ccccn1	0	0	0	i	-2
46	O=C(NCCc1cccc(C(F)(F)F)c1)C1CCC(=O)N(CCc2cccc(F)c2)C1 (configuration not stated)	-13	-5	1	i	-2
47	COc1ccc2[nH]c3c(N4CCC(O)(c5cccc(C(F)(F)F)c5)CC4)ncnc3c2c1	-8	2	-3	x	16
48	COc1ccc(-c2ccc(C3C(C#N)=C(N)Oc4n[nH]c(C)c43)o2)cc1 (configuration not stated)	-184	31	-5	i	-30

cpd	MsrA act	MLLE-PAM2 inh	MsrA inh	Tb MetRS inh
37	-2	-6	0.9	-1.5
38	-8	7	x	-0.8
39	0	-6	-0.4	0.3
40	0	-2	-1.5	0.1
41	-3	0	0.7	0.2
42	-5	-9	-0.2	-1.0
43	-5	14	0.6	0.0
44	0	-28	0.4	-0.5
45	0	6	-1.2	0.0
46	-3	-11	-1.1	0.5
47	-6	0	0.7	0.5
48	-1	-63	1.1	0.0

# Later entries
cpd	mol	eLon inh	CSN deneddyl inh	Rin1 Abl inh	Neddyl block	FAS-TE inh
49	Nc1nc2n(n1)C(c1ccco1)CC(c1ccccc1)N2 (configuration not stated)	-11	0	-3	x	-8
50	CCOc1ccc(CN2CCNC(=O)C2CC(=O)NCc2csc(C(C)C)n2)cc1 (configuration not stated)	2	2	7	i	0
51	CCCCCCOc1ccc(N2C(=O)CC(NCCc3ccc(S(N)(=O)=O)cc3)C2=O)cc1 (configuration not stated)	3	-2	-2	i	-2
52	CNC(=O)CN1C(=O)NC2(CCc3ccccc3C2)C1=O (configuration not stated)	-22	-5	1	i	-3
53	N/C(=N\OC(=O)Cc1ccccc1)c1ccncc1	-1	4	2	i	-7
54	COc1ccc(CC(=O)N/N=C/c2ccc(Cl)s2)cc1OC	4	4	-1	i	-8
55	CCCC(=O)Nc1ccc2nn(-c3ccc(OC)cc3)nc2c1	5	-1	1	x	18

cpd	MsrA act	MLLE-PAM2 inh	MsrA inh	Tb MetRS inh
49	-6	1	-0.4	-0.7
50	-12	4	0.6	-1.2
51	-2	12	0.9	0.7
52	-3	0	0.4	-0.5
53	-3	15	1.9	-0.5
54	-9	-1	0.3	-0.7
55	-5	-9	0.8	-0.2
